Compound activity deposited in PubChem by several laboratories.
HCT116 PTEN-null – growth suppression of PTEN-null HCT116, primary screen, cell-based, CellTiter-Glo | 140,000 tested, 1.2% active | viability, % at 10 µM | HCT116 PTEN-null viability, 60 h; stronger effect = lower value | AID 827, 2007;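 active = viability at or below a set limit, 4 SD under the median of all tested compounds, cut at about 3.7% in these data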;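 also: PTEN knockout HCT116 line with beta catenin targeted HCT116 as companion control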
HCT116 bCat-KO – primary screen for growth suppressors in beta-catenin knockout HCT116 cells (colon tumor, human). HCT116 beta-catenin knockout viability, CellTiter-Glo, 60 h; stronger effect = lower value. 140,000 tested, 1.5% active. viability, % at 10 µM;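 active = viability at or under a set limit, the compound median less 4 SD, cut at about 6% in these data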;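 also: 0% = Hyamine 1622 control at 20 µM and 100% = untreated cell control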
MRP-1 activ – H69AR viability gain despite doxorubicin, primary screen, MRP-1 activator project, H69AR cells, CellTiter-Glo | viability rescue | viability increase, % at 10 µM | 140,000 tested, 0.61% active | AID 799, 2007;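 active = viability gain under doxorubicin at or above a set limit, the compound median plus 3 SD, cut at about 4.7% in these data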;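 also: MRP-1 overexpressing cells given doxorubicin 25 µM after compound pretreatment; 18-22 h compound pretreatment then 72 h with doxorubicin before readout; 0% = doxorubicin-only wells and 100% = vehicle-treated cells without doxorubicin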
NPY Y2 blocker – NPY-Y2 receptor antagonists, primary screen, cell-based; Neuropeptide Y receptor type 2 (Homo sapiens), P49146; NPY-Y2 expressing cells, antagonist mode; inhibition, % at 2.7 µM; 140,000 tested, 0.99% active; in the data active = inhibition above about 17%;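 also: 0% = vehicle with agonist challenge and 100% = reference antagonist with challenge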
Target sequence (P49146 whole entry, looked up): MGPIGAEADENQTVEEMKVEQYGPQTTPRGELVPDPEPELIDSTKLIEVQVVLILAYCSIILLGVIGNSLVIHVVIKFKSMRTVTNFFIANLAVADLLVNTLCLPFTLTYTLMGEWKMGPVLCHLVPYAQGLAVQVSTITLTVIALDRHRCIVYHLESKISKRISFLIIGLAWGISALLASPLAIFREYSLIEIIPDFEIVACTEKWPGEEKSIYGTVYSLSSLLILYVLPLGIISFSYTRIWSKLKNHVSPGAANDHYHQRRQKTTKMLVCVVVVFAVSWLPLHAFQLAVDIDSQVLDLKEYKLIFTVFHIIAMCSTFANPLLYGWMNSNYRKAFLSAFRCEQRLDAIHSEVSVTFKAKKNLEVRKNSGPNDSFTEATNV
E-sel TNF inh – E-selectin induction blockers in HUVEC – imaging, immunofluorescence, high content, primary screen | HUVEC TNFa-induced E-selectin immunofluorescence | inhibition, % at 2 µM | 120,000 tested, 0.71% active | AID 1246, 2008;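 active = inhibition above the batch mean plus 3 SD, and confirmed as a hit on visual image review, cut at about 43% in these data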;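 also: 0% = TNF-stimulated DMSO wells and 100% = unstimulated control wells; not every result past the cut was called active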
Measles CPE – compounds protecting cells from measles virus cytopathic effect, primary screen, measles RdRp inhibitor project, single point, MLSMR library, absorbance. Measles virus-infected cells, CPE protection. protection (pct of control), % at 4 µM. 140,000 tested, 1.5% active. AID 841, 2007; in the data active = protection mostly above about 24%, no sharp cut-off; inactive = mostly below about 26%; also: some compounds called inactive have numbers as strong as hits
GALR2 blocker – GALR2 antagonists in receptor-expressing cells, primary screen; AID 828, 2007; antagonist mode; 140,000 tested, 0.39% active; inhibition, % at 4 µM; in the data active = inhibition above about 27%;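 also: cells stimulated with galanin 1-16 at roughly its EC80; 0% = agonist challenge control and 100% = basal control without agonist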
Target sequence (O43603 whole entry, looked up): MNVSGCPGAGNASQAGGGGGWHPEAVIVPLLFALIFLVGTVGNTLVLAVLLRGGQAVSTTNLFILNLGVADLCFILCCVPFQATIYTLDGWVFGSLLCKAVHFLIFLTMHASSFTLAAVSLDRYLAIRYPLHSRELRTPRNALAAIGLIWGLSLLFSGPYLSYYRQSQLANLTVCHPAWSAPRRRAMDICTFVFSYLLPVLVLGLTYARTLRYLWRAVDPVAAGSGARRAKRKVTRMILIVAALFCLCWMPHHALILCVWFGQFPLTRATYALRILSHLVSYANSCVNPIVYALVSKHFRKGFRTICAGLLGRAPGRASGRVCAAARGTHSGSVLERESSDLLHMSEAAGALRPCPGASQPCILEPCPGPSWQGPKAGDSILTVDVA
BB579 growth dn – growth inhibitors of yeast BB579 in restrictive medium, primary screen, yeast lifespan-shortening project, S. cerevisiae; OD615, 48 h; inhibition, % at 10 µM; 140,000 tested, 0.51% active;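 active = inhibition above a set limit, 3 SD over the mean compound inhibition, cut at about 44% in these data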; also: inactives centre near -24
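System: DeaD yeast strain BB579; buffer or medium: CSMM-D dextrose restrictive medium; technique: OD at 615 nm; schedule: 4 h cell preincubation, 48 h compound exposure, 30 °C humidified; doses: single 10 µM dose; controls: amphotericin B 10 µg/mL, positive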
Yeast life ext – compounds extending yeast replicative lifespan, primary screen, S. cerevisiae, OD615 | S. cerevisiae growth with nicotinamide; deaD strain in restrictive glucose medium | inhibition of the nicotinamide effect, % at 10 µM | 130,000 tested, 0.68% active | AID 775, 2007;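 active = inhibition above a set limit, placed 3 SD over the median of all compounds, cut at about 26% in these data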;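 also: 0% = nicotinamide-treated wells and 100% = cells grown without nicotinamide; some compounds called inactive have numbers as strong as hits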
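assay system = DeaD-strain S. cerevisiae | buffer or medium = restrictive glucose medium | reagent = 1.5 mM nicotinamide | compound = 10 µM single point, 0.25% DMSO | incubation = 48 h compound exposure at 30 °C, humidified | signal = OD615 measurement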
Phagocyt inh – inhibitors of macrophage phagocytosis, primary screen, imaging, J774A.1 cells, IgG beads. inhibition, % at 5 µM. J774A.1 macrophage IgG-bead phagocytosis. 110,000 tested, 0.07% active;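 active = inhibition above the mean of the plate negative controls plus 5 SD, cut at about 13% in these data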;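 also: phagocytic index as fraction of beads internalized from green versus red external bead signal; plate controls were DMSO negative control for no effect and cytochalasin-D positive control for full effect; some results beyond the cut were filed as inactive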
* hit, by the source's call; / = not tested or not shown; & = joins results of further samples. An unsorted share of the library; about 6.1% have a hit in one of these screens.

SMILES	HCT116 PTEN-null	HCT116 bCat-KO	MRP-1 activ	NPY Y2 blocker	E-sel TNF inh	Measles CPE	GALR2 blocker	BB579 growth dn	Yeast life ext	Phagocyt inh
Cc1csc2nc(CSc3nc4ccccc4o3)cn12	90.3	100.6	-4.3	2.6	-7.0	24.5	7.9	11.2	-10.1	-0.9
CCOC(=O)N1CCN(c2ncnc3c2[nH]c2ccc(F)cc23)CC1	19.4	12.6	-2.7	0.9	-12.4	4.9	37.9*	-34.1	-15.8	-0.9
CSc1nnc(-c2sc(-c3ccccc3)nc2C)n1C	111.2	93.8	0.2	2.6	-8.9	3.7	-4.2	19.6	-10.5	/
COc1ccc(NC(C)C(=O)Nc2ccc(C(C)(C)C)cc2)cc1Cl (configuration not stated)	71.4	76.3	-1.3	-2.2	6.0	15.2	-12.2	-37.9	-0.8	-1.7
CCOc1ccc(NC(=O)C(=O)NCCCn2ccnc2)cc1	104.6	92.2	0.1	-1.6	-17.0	11.6	-9.2	-39.4	3.4	-0.8
Cc1ccccc1C(=O)NC(C)C(c1cccs1)N1CCOCC1 (configuration not stated)	100.6	94.3	-0.9	-1.4	6.7	14.0	0.6	-19.7	-9.6	0.4
Nc1cc(-c2ccc(Br)cc2)nn1S(=O)(=O)c1cccc2nsnc12	51.5	49.4	0.1	1.1	14.2	4.7	-0.8	-39.6	-3.6	-1.1
CCOc1cccc2cc(-c3cn4cc(C)ccc4n3)c(=O)oc12	1.3*	1.1*	-5.2	6.0	-9.6	1.9	-9.6	1.0	-16.8	1.0
COC(=O)c1c(C)c2c(C)cc3ccccn3c-2c1C(=O)OC	94.8	101.7	-0.6	-0.8	18.6	5.9	-6.0	0.6	-18.2	1.6
O=C1c2cccnc2C(=O)N1Cc1ccco1	124.6	99.5	-1.3	1.2	48.4	21.8	15.4	-58.9	3.5	0.5
Cc1c(C)n(C)c2ccc(C(=O)NCc3cccs3)cc12	114.3	103.3	5.5*	3.6	-18.2	10.3	15.4	-1.2	-4.1	-0.3
CC(C)(CNC(=O)c1cc2ccccc2o1)N1CCOCC1	108.0	94.5	0.1	-1.0	/	5.5	3.0	-54.7	0.4	-1.5
COc1cccc(-n2sc3c(c2=S)-c2cc(OC)ccc2NC3(C)C)c1	34.9	39.5	-5.0	-2.8	-14.0	13.2	-4.6	-10.0	-4.7	-4.6
CCOC(=O)c1cn(-c2ccc(F)c(F)c2)c2c(F)c(F)c(F)c(F)c2c1=O	5.9	16.8	-1.0	1.2	-0.2	8.6	6.3	-16.1	4.5	-1.1
COCCN1Cc2cccc(C(=O)Nc3ccc4c(c3)OCCO4)c2C1=O	96.3	107.2	0.2	-0.7	9.2	15.8	10.4	-42.0	-3.2	-0.1
Cc1cccc(NC(=O)CSc2nc3ccc(N4C(=O)c5ccccc5C4=O)cc3s2)c1C	95.2	97.0	-2.2	7.8	-8.7	21.7	-4.4	-22.8	-24.6	/
Nc1nnc2c(n1)CCCC2	86.9	86.7	-0.3	3.1	11.0	18.2	-1.7	-39.1	0.1	-0.3
CCc1ccc(OCC(=O)NC(=S)Nc2cccc(CO)c2)c(Br)c1	109.0	109.0	-1.6	7.0	-15.7	-0.1	-5.0	10.4	-2.5	-1.3
CCN(CC)C(C(=O)Nc1ccc(C(C)C)cc1)c1ccc2c(c1)OCO2 (configuration not stated)	58.6	72.3	-1.6	18.4*	-7.3	4.0	-3.8	-32.9	13.8	-2.1
CCOC(=O)c1ccc(NC(=O)CSc2nnc(Cc3cccs3)n2C)cc1	98.5	92.5	-2.8	-0.6	-0.6	9.9	-2.2	-5.0	-8.6	1.5
CCCOc1ccc(CN(CCO)CCO)cc1[N+](=O)[O-]	92.8	92.4	-2.6	0.6	-4.8	15.4	5.9	-20.8	0.7	/
COCC(=O)N(CCc1ccc(OC)c(OC)c1)Cc1nc2ccccc2c(=O)[nH]1	87.9&92.3	93.6	-0.1	-0.1	-21.6	19.1	0.1	-10.9	-18.6	0.0
Cc1ccc(Cn2c(=O)cc(C(=O)O)c3ccccc32)cc1	89.8	97.8	-2.3	-1.7	13.0	18.0	-6.5	-33.7	18.9	-1.7
Cc1ccccc1-n1nnnc1SCCCC(=O)c1ccc(F)cc1	76.0	77.1	1.7	9.4	3.0	15.0	9.4	-51.0	-8.4	-13.9
CC(C)c1ccc(NC(=O)C(c2ccc3c(c2)OCO3)N2CCC3(CC2)OCCO3)cc1 (configuration not stated)	89.9	89.9	-1.3	0.8	-38.1	20.1	-5.1	-12.2	1.1	-0.7

Pulled by compound from the entries so far, four records:
SMILES	HCT116 PTEN-null	HCT116 bCat-KO	MRP-1 activ	NPY Y2 blocker	E-sel TNF inh	Measles CPE	GALR2 blocker	BB579 growth dn	Yeast life ext	Phagocyt inh
Cc1cccc(NC(=O)CSc2nc3ccc(N4C(=O)c5ccccc5C4=O)cc3s2)c1C	95.2	97.0	-2.2	7.8	-8.7	21.7	-4.4	-22.8	-24.6	/
CCOc1cccc2cc(-c3cn4cc(C)ccc4n3)c(=O)oc12	1.3*	1.1*	-5.2	6.0	-9.6	1.9	-9.6	1.0	-16.8	1.0
Nc1nnc2c(n1)CCCC2	86.9	86.7	-0.3	3.1	11.0	18.2	-1.7	-39.1	0.1	-0.3
CSc1nnc(-c2sc(-c3ccccc3)nc2C)n1C	111.2	93.8	0.2	2.6	-8.9	3.7	-4.2	19.6	-10.5	/

Other results:
SMILES	HCT116 PTEN-null	HCT116 bCat-KO	MRP-1 activ	NPY Y2 blocker	E-sel TNF inh	Measles CPE	GALR2 blocker	BB579 growth dn	Yeast life ext	Phagocyt inh
O=C(CSc1cn(Cc2ccccc2)c2ccccc12)Nc1nccs1	79.2	73.5	0.0	6.1	/	6.7	12.6	-50.8	-4.4	-0.4
Cc1nn(Cc2cccc(C(=O)N3CCCC(C)C3)c2)c(C)c1[N+](=O)[O-] (configuration not stated)	79.3	78.7	-0.3	4.7	11.5	3.8	-3.4	-2.6	3.3	2.0
COc1cc(SC#N)ccc1N=Cc1c(C)[nH]n(-c2ccc(Cl)cc2)c1=O	93.4	94.1	-4.5	1.8	21.8	3.5	16.2	-18.7	-1.8	1.2
C=CCNC(=S)N/N=C/c1ccc(OCc2ccccc2Cl)cc1	97.2	104.7	-0.5	11.7	-19.6	46.8	-1.8	-40.9	18.2	-1.7
O=C(Nc1nc(-c2cc3ccccc3oc2=O)cs1)c1ccc(Br)o1	96.9	90.6	-0.3	12.1	-10.2	1.4	-9.9	-34.8	-3.1	-0.8
Cc1cccc(NC(=O)c2cnn(C)c2)c1C	95.9	99.8	-1.2	-3.0	11.2	10.8	-3.6	8.3	2.6	-3.9
COc1ccc(CSC2=NCCN2)cc1Cl	45.5	28.4	9.7*	3.4	-8.1	12.1	6.2	-57.4	-4.5	-1.0
Cc1nn(-c2ccccc2)c(Cl)c1/C=N/NC(=O)c1ccco1	95.6	96.3	-3.5	1.7	21.0	7.3	-3.2	-38.4	-8.1	/
COc1ccc(Cl)cc1NC(=O)CNc1ccccc1F	68.7	70.6	-2.9	2.9	/	42.5	-4.4	-27.9	-8.8	-10.0
Cc1nnc(SCC(=O)N/N=C/c2cn(-c3ccccc3)nc2-c2ccccc2)n1-c1ccccc1	100.2	95.2	-0.9	-0.6	-33.0	11.3	13.4	-11.8	-3.7	/
CSc1nc2ncc3c(n2n1)CC1c2ccccc2CCN1C3=O (configuration not stated)	93.8	94.5	-0.1	5.8	36.2	1.2	5.1	-34.6	-15.9	-0.4
CCOC(=O)c1sc(NC(=O)C2CC=CCC2C(=O)O)nc1C (configuration not stated)	110.7	92.7	-0.4	2.6	-10.1	4.5	7.4	-11.7	-23.9	-0.5
CCn1c(C)c(C2=CCN(S(=O)(=O)c3ccccc3)CC2)c2ccccc21	79.0	81.8	1.4	1.6	/	15.8	5.5	-39.0	2.2	/
COC(=O)c1c(-c2ccco2)csc1NC(=O)C1CC=CCC1C(=O)O (configuration not stated)	91.1	97.9	-0.4	10.2	/	12.9	2.9	-7.1	1.1	-1.1
CCN(CC)c1ccc(NC(=O)Nc2ccccc2C(F)(F)F)cc1	96.0	97.2	-3.3	1.6	-63.5	12.7	10.5	-22.1	-4.7	-3.1
CCCC(C)C(=O)Nc1ccncc1 (configuration not stated)	91.5	89.3	-1.5	2.9	-12.8	5.8	4.9	7.6	/	/
CN(C)CCNc1nc2c(c(=O)[nH]c(=O)n2C)n1CC(O)COc1ccc(Cl)cc1 (configuration not stated)	96.4	92.9	1.2	1.8	13.7	20.3	-1.3	-3.3	-3.8	-0.3
CC(Sc1nc2ccccc2s1)C(=O)NC1CCCc2ccccc21 (configuration not stated)	63.5	75.4	-0.9	9.2	42.9	8.0	4.7	-16.8	3.5	-4.4
O=C(CNC(=S)N(Cc1ccc(F)cc1)C1CCCCC1)NC1CC1	78.5	89.7	-1.8	1.8	-0.8	16.0	-11.7	-34.2	-5.3	-1.0
CCOC(=O)C1CCN(S(=O)(=O)c2ccc(C(=O)OC)cc2)CC1	104.8	104.8	-1.1	0.9	4.5	7.4	-1.3	-37.9	-2.6	-2.0
Cc1cc(C)cc(C(=O)N2CC(=O)Nc3ccccc32)c1	15.8	18.1	-4.3	4.5	20.7	3.0	13.7	-12.8	-7.6	2.9
O=C(Nc1nccc(-c2cccs2)n1)c1ccccc1Cl	102.5	101.5	-0.5	-1.6	23.3	7.1	-5.3	-14.6	-8.1	/
CSC(=S)N(C)C1CCS(=O)(=O)C1 (configuration not stated)	100.8	99.3	0.3	0.2	/	6.8	1.1	3.3	-0.4	-2.2
COc1ccc(Cl)c(NC(=O)Nc2c(C)n(-c3ccccc3)c(=O)n2C)c1	107.8	92.2	-1.1	5.0	-31.9	6.9	-1.0	-18.7	-10.6	-0.2
CCCCNS(=O)(=O)c1ccc2nc(-c3cccs3)cc(C(=O)NCC(OC)OC)c2c1	84.4	82.6	-2.5	1.6	12.0	21.7	7.6	-59.6	10.1	-2.9
CCc1cc2c(=O)[nH]c(N3CCOCC3)nc2s1	94.8	95.9	-2.6	-3.3	10.2	15.2	-0.8	-43.9	/	/
Cc1cc(Br)ccc1OCCCCNCCO	66.8	68.1	-3.5	0.9	-67.5	4.2	9.0	-31.1	-16.8	-1.2
CCOC(=O)c1cc(NC(=O)N2CCCc3ccccc32)c(C)nc1C	75.0	86.1	-3.9	-1.2	/	10.4	-8.6	15.6	-3.5	4.1
Cc1cccc(C(=O)Nc2cccc(C(=O)N/N=C/c3ccncc3)c2)c1	100.9	108.8	-2.6	-0.1	1.1	16.9	1.8	-5.4	-2.7	-9.2
Cc1ccc(NC(=S)NCc2cccnc2)cc1	97.6	97.0	-2.7	-0.9	-39.6	22.4	7.3	8.8	14.7	/
